# Screening data (PubChem)
# IL2 activator: qHTS of IL-2 Activators | 360,000 compounds, 0.065% hits | IL-2 activation reporter assay, cell-based qHTS; stimulated with anti-CD3/CD4/CD28 beads; in transgenic mouse T cells | activation, % (series mostly up to about 46 µM); in the data active = activation above about 50%; inconclusive = mostly about 30% to 49%; note: 0% is about no effect
#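 Unstimulated transgenic mouse T cells; 60-min compound exposure; bead-based TCR/CD4/CD28 stimulation; 18 h culture, 37 degrees C; dual fluorescence (EGFP, DsRed) plate cytometry.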
# Nrf2 ARE act: qHTS of Nrf2 Activators | AREc32 ARE-luciferase reporter (MCF7-derived line), luminescence, 24 h | Potency, µM (doses to about 46.1 µM), inactives show top-dose activation, hits mostly activators | 410,000 compounds, 0.31% hits | AID 624171, 2012; note: potency is the fitted concentration of half-maximal effect; % of control where 0% means no effect; nearly all actives have a fitted effect of over 65% in size
#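 Each well held 1000 AREc32 cells, which were incubated with compound for 24 hr at 37 deg C after overnight attachment, and ARE reporter activity was quantified by firefly luciferase luminescence.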
# EPAC2 agonist: qHTS for Agonist of cAMP-regulated guanine nucleotide exchange factor 4 (EPAC2): primary screen | Rap guanine nucleotide exchange factor 4 (Homo sapiens), Q8WZA2 | EPAC2 activation, biochemical qHTS; response scale: 100% = 6.5 mM cAMP response | Potency, µM (series often up to 154 µM), without a hit: top-dose activation, usual class: activators | 360,000 compounds, 0.079% hits | AID 720711, 2013; note: potency is the fitted concentration of half-maximal effect; nearly all actives have a fitted effect of over 50% in size
# Target sequence (Q8WZA2 whole entry, looked up): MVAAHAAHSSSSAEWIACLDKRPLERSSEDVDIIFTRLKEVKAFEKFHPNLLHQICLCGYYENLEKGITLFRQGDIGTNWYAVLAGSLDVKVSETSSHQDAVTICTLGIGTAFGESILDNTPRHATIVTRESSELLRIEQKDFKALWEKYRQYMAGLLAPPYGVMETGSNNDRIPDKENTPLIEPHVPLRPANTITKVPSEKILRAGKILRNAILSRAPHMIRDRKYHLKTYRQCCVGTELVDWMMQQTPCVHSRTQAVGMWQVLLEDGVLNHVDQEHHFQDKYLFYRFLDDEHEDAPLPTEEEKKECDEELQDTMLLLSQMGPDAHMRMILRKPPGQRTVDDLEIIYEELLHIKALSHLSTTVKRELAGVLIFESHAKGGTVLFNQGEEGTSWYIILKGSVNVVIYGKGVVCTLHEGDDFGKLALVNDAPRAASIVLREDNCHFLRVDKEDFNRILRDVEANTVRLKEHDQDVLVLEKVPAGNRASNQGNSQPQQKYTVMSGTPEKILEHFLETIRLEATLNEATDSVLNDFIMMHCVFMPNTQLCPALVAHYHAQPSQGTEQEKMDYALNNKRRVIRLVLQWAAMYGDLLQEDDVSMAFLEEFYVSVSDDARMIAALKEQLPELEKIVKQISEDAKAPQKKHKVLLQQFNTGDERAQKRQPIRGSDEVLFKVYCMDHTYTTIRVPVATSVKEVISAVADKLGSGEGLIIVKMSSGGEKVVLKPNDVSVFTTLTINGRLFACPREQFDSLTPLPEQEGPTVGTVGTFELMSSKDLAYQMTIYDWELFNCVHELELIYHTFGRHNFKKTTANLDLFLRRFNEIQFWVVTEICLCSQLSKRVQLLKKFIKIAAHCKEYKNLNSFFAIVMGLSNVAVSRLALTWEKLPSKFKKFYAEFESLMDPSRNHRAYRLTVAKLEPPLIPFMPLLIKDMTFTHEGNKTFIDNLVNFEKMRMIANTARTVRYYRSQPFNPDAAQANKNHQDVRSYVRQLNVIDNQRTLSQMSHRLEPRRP
#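 qHTS, titration series. 100 nM EPAC2 / 250 nM Rap1B-BODIPY-GDP / 50 uM GDP; RT; ex 480/em 540 nm, 5-min reads to 30 min. Norm. to 6.5 mM cAMP = activation.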
# ATXN2 expr inh: Primary qHTS for Inhibitors of ATXN expression. HEK-293 ATXN2-luciferase reporter, luminescence, 24 h. Potency, µM (highest dose often 57 µM), for the others: top-dose activity change, negative = inhibition, most hits filed as inhibitors. 360,000 compounds, 0.72% hits; note: potency is the fitted concentration of half-maximal effect; % is set by controls: 0 for no effect and ±100 for the full control effect; nearly all actives have a fitted effect of over 55% in size
#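 ATXN2-luciferase reporter cells (luciferase flanked by upstream and downstream ATXN2 gene portions) were treated 24 h at 37 °C with compounds at up to 57 uM. SteadyGlo luminescence gave expression; GF-AFC fluorescence gave viability.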
# Nrf2 block: Nrf2 qHTS screen for inhibitors. A549 ARE-Fluc reporter, luciferase luminescence, 18-24 h. Potency, µM (top dose mostly 46 µM), without a hit: top-dose activity change, negative = inhibition, most hits filed as inhibitors. 360,000 compounds, 2.1% hits; note: potency is the fitted concentration of half-maximal effect; % is set by controls: 0 for no effect and ±100 for the full control effect; nearly all actives have a fitted effect of over 60% in size
#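 Reporter: ARE-Fluc in A549. Exposure: 18-24 h, 37 °C, 5% CO2, 5% FBS OPTI-MEM. Readouts: fluorescent cytotoxicity (CellTiter-Fluor), then luminescent Nrf2 signal after BugLite.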
# TGFb SMAD3 inh: qHTS for Inhibitors of TGF-b; 410,000 compounds, 1.2% hits; Potency, µM (top dose mostly 46.1 µM), for the others: at the highest dose activity, negative = inhibition, most hits filed as inhibitors; HepG2 CAGA-GFP TGF-b/SMAD3 reporter, GFP fluorescence, 18 h; TGF-beta stimulated, 500 pg/mL final; note: potency is the fitted concentration of half-maximal effect; % is set by controls: 0 for no effect and ±100 for the full control effect; nearly all actives have a fitted effect of over 65% in size
#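 HEPG2 CAGA-GFP reporter cells (1000/well, DMEM with 1% FBS) received compounds, then recombinant TGF-beta at 500 pg/mL final for 18 hours at 37 degrees C. Per-cell GFP summed per well was normalised to unstimulated and stimulated DMSO controls before curve fitting.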
# A549 viability: Nrf2 qHTS screen for inhibitors: counterscreen for cytotoxicity | A549 ARE-Fluc cells, CellTiter-Fluor viability, 18-24 h | Potency, µM (doses to about 46 µM), for the others: at the top dose activity change, negative = cytotoxicity, actives largely listed as inhibitors | 390,000 compounds, 0.16% hits; note: potency is the fitted concentration of half-maximal effect; % is set by controls: 0 for no effect and ±100 for the full control effect
#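 Cytotoxicity counterscreen: CellTiter-Fluor fluorescence was measured in A549 ARE_Fluc cells after 18-24 h of compound exposure in a concentration series. The subsequent BugLite luminescent read reports ARE-luciferase activity.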
# ATXN viability: Viability Counterscreen for Primary qHTS for Inhibitors of ATXN expression. S2 cells (HEK-293 line with an ATXN2-luciferase reporter) viability, CellTiter-Fluor protease fluorescence, 24 h. Potency, µM (highest dose often 56.7 µM), hits mostly cytotoxic. 400,000 compounds, 0.49% hits. AID 651635, 2014; note: potency is the fitted concentration of half-maximal effect; nearly all actives have a fitted effect of over 40% in size
# HepG2 tox: qHTS for Inhibitors of TGF-b: Cytotox Counterscreen | HepG2 CAGA-GFP viability, ATP luminescence, 18 h | 410,000 compounds, 0.76% hits | Potency, µM (titrated, usually from 46.1 µM), for inactives: at the top dose activity change, negative = cytotoxicity, hits mostly cytotoxic; note: potency is the fitted concentration of half-maximal effect; some results filed as inactive show a strong effect at the top dose
#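 CellTiter-Glo luminescence gave cytotoxicity after 18 hours at 37 degrees C. The cells were HepG2 CAGA-GFP in 1% FBS DMEM, stimulated with 500 pg/mL TGF-beta after compound addition. %Activity was normalised to no-cell wells (complete cell-killing) and DMSO (no toxicity), and curves were fitted and classified.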
# * = called active by the depositor; i = inactive; ? = inconclusive; · = no result given; [ ] = dose if it differs, or a comment. Unless noted, calls come from the whole dose curve; as a rule, active = well fitted curve in the direction sought with a large enough effect; inconclusive = small, poorly fitted or top-dose-only effect, or another doubt; inactive = no such curve, though single readings can be large; an effect the other way counts as inactive or inconclusive. Not a hit list. About 4.3% of those tested had a hit in this group.
SMILES,IL2 activator,Nrf2 ARE act,EPAC2 agonist,ATXN2 expr inh,Nrf2 block,TGFb SMAD3 inh,A549 viability,ATXN viability,HepG2 tox
CCOC(=O)c1ccc(NC(=O)c2nc[nH]c2C(=O)NC2CCN(C(=O)OC(C)(C)C)CC2)cc1,-0.4,0.3%,-12%,9%,15%,2%,4%,i,-1%
COC(=O)[C@H](CCSC)NC(=O)Nc1ccc(OC)cc1,-0.6,2.0%,-8%,2%,4%,3%,-4%,i,-3%
CC(=O)c1ccc(NC(=O)CSc2nc3nc(C)cc(C)n3n2)cc1,-2.0,-0.1%,7%,18%,-10%,2%,-9%,i,3%
O=C(CSc1ccc(F)cc1)Nc1ccc2c(c1)C(=O)NC2=O,1.5,0.5%,2%,·,9%,3%,2%,i,5%
COc1cccc(-c2cc(C(=O)NC3CCCC3)no2)c1,0.1,-0.6%,14%,64%[activator],?,23%,6%,i,-20%
CNC(=S)N/N=C/c1c(C(=O)OC)cnn1-c1ccc(F)cc1F,-2.2,2.3%,-1%,-12%,?,-14%,3%,i,-55%
CCc1ccc(-c2[nH]c3c(c2-c2c(-n4cccc4)n(C)c(=O)[nH]c2=O)c(=O)[nH]c(=O)n3C)cc1,·,-0.1%,·,-9%,10%,-4%,0%,i,2%
O=C(NCCc1cnn(-c2ccccc2)c1)c1cc(COc2c(F)cccc2F)on1,-3.5,2.4%,8%,-26%,-3%,-27%,-15%,i,-34%
Cc1ccc(OCc2ccc(C(=O)O)o2)cc1C,-3.4,-1.3%,5%,22%,?,-6%,5%,i,-4%
Cc1ccc(C)c(NC(=O)C2CCN(c3ncnc4c3nc3n4CCCCC3)CC2)c1,·,0.4%,·,·,?,-8%,4%,·,-5%
c1ccc2c(c1)oc1c(Nc3ccc(CN4CCOCC4)cc3)ncnc12,0.9,-2.9%,-11%,?,?,?,-18%,?,-38%
Cc1nnc(SCC(=O)N2CCN(c3cccc(Cl)c3)CC2)n1C1CC1,5.4,0.0%,5%,-23%,?,-29%,-8%,i,-27%
Cc1noc(C)c1S(=O)(=O)N(CCc1ccccc1)Cc1ccccc1,0.4,-0.5%,6%,3%,5%,-15%,2%,i,-11%
Cc1cc2nc(-c3cccc(Cl)c3)c(CC(C)(C)C)n2c(C)c1Br,1.4,15%,5%,12%,·,-1%,·,i,-10%
CCn1c(C)nc2cc(S(=O)(=O)C(F)F)ccc21,-1.9,0.0%,-5%,35%,·,8%,8%,i,-3%
CCN(C[C@H]1N[C@@](C)(C(=O)OC)[C@H]2C(=O)N(Cc3ccccc3)C(=O)[C@@H]12)C(=O)C1CCCCC1,0.6,-0.1%,-1%,-7%,?,-2%,3%,i,4%
CCn1c(/C=C/c2ccccc2[N+](=O)[O-])nc2ccccc2c1=O,3.3,?,-2%,-6%,-14%,-7%,6%,i,-17%
Cc1cccc(NC(=O)CSc2nc3ccc(NC(=O)c4ccco4)cc3s2)c1,·,5.9%,·,?,?,-29%,?,·,-20%
Cc1nn(C)cc1C(=O)Nc1cc(Oc2ccc(Cl)cc2)cc([N+](=O)[O-])c1,-0.9,-0.8%,-15%,0%,·,10%,?,i,-3%
COC(=O)c1ccc(NC(=O)C2CCCCC2C(=O)O)cc1 (stereo not given),-2.7,0.0%,5%,8%,10%,0%,8%,i,-5%
CC1CCCC(NC(=O)COC(=O)c2ccccc2NC(=O)c2ccco2)C1C (stereo not given),2.5,4.1%,-3%,-18%,-3%,1%,0%,?,-12%
COc1ccccc1N1CCN(C(c2cccs2)C(C)NC(=O)C(=O)N2CCOCC2)CC1 (stereo not given),-1.4,0.3%,5%,-1%,3%,0%,3%,i,-30%
O=C(COC(=O)c1ccco1)Nc1cc(S(=O)(=O)N2CCOCC2)ccc1Cl,-0.4,0.8%,12%,-10%,3%,1%,-1%,i,1%
O=C(NCCc1ccc(Cl)cc1)c1ccc2nc[nH]c2c1,0.0,3.1%,3%,1%,?,2%,1%,i,-41%
CN1CCN(C(=O)/C=C/c2ccc(C#N)cc2)CC1,-1.7,-0.4%,-9%,-3%,2%,4%,6%,i,7%

# Compound profiles (already shown).
# CCn1c(C)nc2cc(S(=O)(=O)C(F)F)ccc21 as listed: IL2 activator: -1.9; Nrf2 ARE act: 0.0%; EPAC2 agonist: -5%; ATXN2 expr inh: 35%; Nrf2 block: ·; TGFb SMAD3 inh: 8%; A549 viability: 8%; ATXN viability: i; HepG2 tox: -3%
# CC(=O)c1ccc(NC(=O)CSc2nc3nc(C)cc(C)n3n2)cc1 as listed: IL2 activator: -2.0; Nrf2 ARE act: -0.1%; EPAC2 agonist: 7%; ATXN2 expr inh: 18%; Nrf2 block: -10%; TGFb SMAD3 inh: 2%; A549 viability: -9%; ATXN viability: i; HepG2 tox: 3%

# Carrying on.
SMILES,IL2 activator,Nrf2 ARE act,EPAC2 agonist,ATXN2 expr inh,Nrf2 block,TGFb SMAD3 inh,A549 viability,ATXN viability,HepG2 tox
Cc1ccc(C(=O)O)cc1S(=O)(=O)NCC1CCCO1 (stereo not given),-1.9,0.2%,8%,3%,·,18%,11%,i,3%
C/C(=N\Nc1c(Cl)c(Cl)nc(C(=O)O)c1Cl)c1ccc(O)cc1,-0.4,4.4%,8%,-5%,-16%,-29%,5%,i,-10%
CCOC(=O)C1=CN(Cc2ccc(Br)cc2)S(=O)(=O)N(C)C1C (stereo not given),-0.5,1.1%,14%,-5%,-21%,-21%,10%,i,-22%
O=C(N/N=C/c1c(F)c(F)c(F)c(F)c1F)c1ccc(Cn2cc(Br)cn2)o1,-6.2,0.2%,-6%,?,-3%,-4%,1%,i,-17%
C/C(=C/C#N)Nc1ccc(C)cc1,-1.7,0.2%,2%,2%,-1%,13%,5%,i,-8%
Cc1ccc(C(=O)NCCc2n[nH]c(=S)n2C)cc1,0.5,0.5%,8%,2%,14%,-1%,1%,i,11%
C(=C\c1ccccc1)/CN1CCN(C(c2nnnn2Cc2ccccc2)C2CC2)CC1 (stereo not given),-0.8,2.7%,4%,-39%,·,?,·,?,-20%
CCCCn1c(N)c(N(CCOC)C(=O)C2CCN(S(=O)(=O)c3ccc(Cl)cc3)CC2)c(=O)[nH]c1=O,0.0,0.0%,-16%,-6%,4%,-18%,-5%,i,2%
COc1ccc(/C=C2\C(=O)N(c3c(Cl)cc(Cl)cc3Cl)N=C2NC(=O)c2cccc([N+](=O)[O-])c2)cc1,-4.8,0.5%,5%,32µM*,12%,0%,-3%,·,2%
CCOc1ccc(N(CC(=O)Nc2ccc(F)cc2F)S(=O)(=O)c2c(C)[nH]c(=O)[nH]c2=O)cc1,·,-1.4%,·,7%,11%,-14%,4%,i,-1%
CN1CCN([C@H]2CS(=O)(=O)N[C@@H]2COCc2ccccc2)CC1,0.2,-0.7%,3%,5%,·,-26%,·,i,-6%
CCOC(=O)c1ccccc1NC(=O)COC(=O)CSc1ccccc1,-4.2,3.4%,6%,-14%,11%,64%[activator],12%,i,2%
Nc1nccc(-c2nn(-c3ccc(Cl)cc3)ccc2=O)n1,0.1,0.1%,1%,·,?,-14%,-3%,i,1%
CCOc1ccccc1NC(=O)Cn1ncc2c(=O)oc3ccc(C)cc3c21,·,-0.5%,·,·,-5%,-10%,3%,·,1%
Cn1cnc(S(=O)(=O)NC2CCN(Cc3c(F)cccc3Cl)CC2)c1,-0.4,-0.3%,5%,-2%,1%,-4%,4%,i,-4%
CCOc1ccc(-c2cc3c(=O)n(Cc4nc(-c5ccc(OC(C)C)cc5)oc4C)ccn3n2)cc1Cl,·,0.1%,·,21%,15%,-23%,-1%,i,2%
CC(C)C(c1nnnn1C1CCCC1)N1CCC(C(N)=O)CC1 (stereo not given),0.3,-0.5%,1%,7%,0%,3%,1%,i,1%
Cc1ccccc1NC(=O)c1ccccc1NC(=O)Cc1cccc2ccccc12,-3.8,0.3%,1%,·,0%,-16%,11%,i,-7%
O=C1c2[nH]nc(-c3ccccc3)c2C(c2ccccc2)N1c1cccc(C(F)(F)F)c1 (stereo not given),·,-4.8%,·,?,?,?,-23%,?,18µM*
COc1cccc(-c2cc(C(=O)Nc3c(C)nn(Cc4ccccc4Cl)c3C)no2)c1,·,7.1%,·,-23%,6.5µM*,?,-9%,?,-26%
O=C(Cn1nc(C(=O)O)c2ccccc2c1=O)Nc1cccc(S(=O)(=O)N2CCCCC2)c1,1.2,0.4%,12%,-14%,-3%,-1%,2%,i,-11%
COc1ccccc1CN(Cc1nc2ccccc2c(=O)[nH]1)C(=O)Nc1ccccc1C,-0.7,0.6%,15%,9%,21%,-21%,-4%,i,-33%
COc1ccccc1N1CCN(C(=O)c2cccc(S(=O)(=O)N3CCCCCC3)c2)CC1,1.6,0.3%,7%,-12%,?,?,-2%,i,-26%
Cc1ccc(NC(=O)Cc2c[nH]c3ccccc23)cc1S(=O)(=O)N1CCCCCC1,-1.2,0.1%,20%,-16%,2%,-25%,-1%,i,-29%
Nc1c(C(=O)CSc2nnnn2-c2ccc(O)cc2)c(=O)[nH]c(=O)n1C1CC1,0.7,-0.3%,10%,-4%,18%,-2%,-2%,i,-1%
Cc1ccc(C)c(NC(=S)NCCN(C2CCCCC2)C2CCCC2)c1,-0.2,-0.1%,5%,-26%,0%,-1%,-4%,?,-3%
CS(=O)(=O)c1cccc(C(=O)OCC(=O)Nc2ccc3c(c2)OCO3)c1,-3.8,-0.7%,2%,-8%,9%,14%,-1%,i,5%
Fc1cccc(/C=N/Nc2ccc(Cl)nn2)c1,8.8,6.4%,3%,33%,17%,-13%,4%,i,-4%
